hgDAF-12 ag – activates the H. glycines DAF-12 receptor ligand-binding domain. HEK293 GAL4-hgDAF12 UAS-luciferase reporter, agonist luminescence; normalized to butyrate control. activation, % at 6.8 µM. 370,000 compounds, 1.8% hits. AID 687014;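 active = activation above a cutoff set at the mean of all screened compounds plus 3 SD, cut at about 10% in these data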;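 also: 0% = DMSO wells and 100% = sodium butyrate wells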
DAX1 inh-1 – inhibitors of DAX1 repression of SF-1 activated StAR promoter; HEK293T StAR-luciferase reporter, SF-1/DAX-1 repression relief; AID 652010; inhibition, % at 6.8 µM; 370,000 compounds, 1.1% hits;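 active = inhibition above the mean over all tested compounds plus 3 SD, cut at about 3.6% in these data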;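 also: 0% = DAX-1 cells with DMSO and 100% = cells lacking DAX-1 with DMSO; higher inhibition means more luminescence from relief of DAX-1 repression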
FXN GAA850 act – increases GAA850 frataxin promoter reporter activity | activation, % at 6 µM | AID 540364 | HEK293 lucGAA850 FXN promoter luciferase reporter, 24 h; percent of 10 µM SAHA response | 360,000 compounds, 0.56% hits;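 active = activation above the average of all compounds screened plus 3 SD, cutoff fixed separately per campaign, cut at about 7.5% in these data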;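 also: 0% = DMSO wells and 100% = 10 µM SAHA wells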
PG9 Ab binder – small molecules binding HIV-1 gp120 antibody PG9. TR-FRET gp120-PG9 antibody binding. inhibition, % at 6.7 µM. 360,000 compounds, 0.43% hits. AID 624416; in the data active = inhibition above about 8.5%
DAX1 inh-2 – NR0B1 (DAX1) inhibition | HEK293 Gal4-DAX1 luciferase reporter, luminescence | inhibition, % at 6.75 µM | P51843 | 340,000 compounds, 0.99% hits | AID 504766;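 active = inhibition above the mean over all tested compounds plus 3 SD, cut at about 4.2% in these data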;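 also: 0% = DAX1-transfected cells with DMSO and 100% = empty-vector control cells with DMSO; inhibition shows as a rise in luminescence from relieved DAX1 repression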
Target sequence (P51843 207-470 limits assumed): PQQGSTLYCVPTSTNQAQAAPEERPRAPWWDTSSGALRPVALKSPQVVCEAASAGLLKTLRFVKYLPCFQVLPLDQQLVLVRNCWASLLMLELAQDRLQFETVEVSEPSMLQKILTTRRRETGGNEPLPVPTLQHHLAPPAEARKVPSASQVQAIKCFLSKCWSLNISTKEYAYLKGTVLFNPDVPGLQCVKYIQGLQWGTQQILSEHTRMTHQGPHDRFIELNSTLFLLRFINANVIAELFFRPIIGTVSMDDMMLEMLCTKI
sPLA2-III inh – Blocks human group III sPLA2 activity; QFRET BODIPY PC-A2 liposome hydrolysis, fluorescence; inhibition, % at 12.2 µM; 370,000 compounds, 0.56% hits; AID 743126;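 active = inhibition above mean plus 3 SD of compounds lying within the high and low control bounds, cut at about 19% in these data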;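 also: 0% = median of test compound wells and 100% = no enzyme DMSO wells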
Target sequence (Q9NZ20 whole entry, looked up): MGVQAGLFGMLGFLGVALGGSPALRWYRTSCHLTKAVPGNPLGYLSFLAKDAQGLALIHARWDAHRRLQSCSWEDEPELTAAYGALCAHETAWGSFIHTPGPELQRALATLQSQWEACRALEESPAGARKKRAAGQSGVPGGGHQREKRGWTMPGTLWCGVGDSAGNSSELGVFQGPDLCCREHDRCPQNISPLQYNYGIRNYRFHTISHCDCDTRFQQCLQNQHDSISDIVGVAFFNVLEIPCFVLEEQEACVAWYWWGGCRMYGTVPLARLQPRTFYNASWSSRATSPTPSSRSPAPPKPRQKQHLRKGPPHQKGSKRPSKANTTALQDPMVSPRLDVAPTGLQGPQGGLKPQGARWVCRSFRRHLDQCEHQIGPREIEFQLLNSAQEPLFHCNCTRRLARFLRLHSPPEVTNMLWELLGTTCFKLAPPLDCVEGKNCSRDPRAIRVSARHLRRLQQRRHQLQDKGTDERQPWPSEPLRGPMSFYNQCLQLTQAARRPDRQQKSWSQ
hcDAF12 agonist – activators of H. contortus DAF-12 nuclear receptor. HEK293 hcDAF-12 lit1-tk-luc reporter, luminescence; 0% DMSO, 100% Δ7-dafachronic acid. activation, % at 6.8 µM. 370,000 compounds, 1.4% hits;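 active = activation above the mean of all tested compounds plus 3 SD, cut at about 5.5% in these data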;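 also: 100% = response to 3 µM Δ7-dafachronic acid high control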
PLCb3 inh – PLC-beta3 (human) inhibition, primary screen; Q01970; Purified PLC-beta3, fluorogenic substrate, fluorescence; inhibition, % at 12.2 µM; 370,000 compounds, 0.18% hits; AID 720704; in the data active = inhibition above about 11%;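 also: 0% = median of compound wells on plate and 100% = full blocker control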
ssDAF12 agonist – activators of S. stercoralis DAF-12 nuclear receptor. HEK293 ssDAF-12/GRIP1 lit1-tk-luc reporter, luminescence; % of 3 µM dafachronic acid response. 370,000 compounds, 1% hits. activation, % at 6.8 µM. AID 652126;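 active = activation above the mean over all tested compounds plus 3 SD, cut at about 0.9% in these data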;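 also: 0% = DMSO-only wells and 100% = 3 µM delta7-dafachronic acid wells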
SMARCA2 activ – increases SMARCA2 function in MMTV reporter cells. MG213 cells, MMTV-luciferase reporter, dexamethasone, overnight. activation, % at 9.1 µM. 370,000 compounds, 1% hits. AID 652017; in the data active = activation above about 7.8%;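 also: 0% = vehicle wells and 100% = reference activator wells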
NR1D1 modulator – modulates human Rev-erb alpha binding to DNA. P20393. Rev-erbα–FITC-DNA binding, fluorescence polarization, 90 min. activity, % at 10 µM. 370,000 compounds, 0.79% hits. AID 1259318;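 active = activity above about 14%, limit read from the data; passing the limit was not always enough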;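 also: 0% = DMSO wells with 35 nM protein and 100% = DMSO wells with 750 nM protein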
* hit, by the source's call; x = no result given.

SMILES	hgDAF-12 ag	DAX1 inh-1	FXN GAA850 act	PG9 Ab binder	DAX1 inh-2	sPLA2-III inh	hcDAF12 agonist	PLCb3 inh	ssDAF12 agonist	SMARCA2 activ	NR1D1 modulator
O=C(COc1ccc(Br)cc1)Nc1ccccc1N1CCCC1	1.8	-0.2	-1.2	-2.7	2.1	0	1.4	3	1.4*	2	-5
Fc1ccc(C(c2nnnn2Cc2cccs2)N2CCN(C3CCCC3)CC2)cc1 (configuration not stated)	2.7	0.6	-3.8	0.0	-1.4	-6	-0.8	-3	-1.4	-7	1
CCCCNC(=O)CNC(=S)N(CCCN1CCOCC1)Cc1cccs1	2.6	0.2	0.6	0.6	0.4	9	-0.7	2	-1.0	-4	3
O=C(NCCCN1CCCCC1)c1ccc2c(c1)NC(=O)c1ccccc1S2	2.3	3.1	3.5	1.2	0.1	2	0.2	-10	-0.4	0	3
CCn1c(Oc2ccccc2)nc2c1c(=O)n(C)c(=O)n2C	4.4	0.0	-1.7	-0.1	0.2	1	-0.8	-6	-1.0	-1	7
CCN(CC)CCN(C(=O)CCS(=O)(=O)c1ccccc1)c1nc2cc3c(cc2s1)OCO3	2.9	2.0	2.2	-0.4	1.4	3	1.5	-5	-0.9	4	9
Cc1ccc(C(=O)N2CCCC(N3CCN(c4ccccc4C)CC3)C2)c(=O)[nH]1 (configuration not stated)	-0.8	-0.2	1.7	0.1	0.2	6	-0.8	-9	-0.7	-1	-1
CC(=O)Nc1ccc(SCC(=O)Nc2cc(C(C)(C)C)nn2-c2ccccc2)cc1	-2.3	-0.9	2.6	0.1	-0.9	-3	0.0	0	-0.6	-3	-3
O=C(CNCc1ccc(Cl)cc1)Nc1ccc(C(=O)N2CCCCC2)cc1	-0.3	0.6	-0.9	0.2	0.9	0	1.0	-5	-0.8	0	-1
CC(Oc1ccccc1)C(=O)N1CCc2ccccc2C1 (configuration not stated)	0.5	-0.1	-1.2	-1.5	0.7	-8	0.2	1	-1.4	4	0
CCCn1c(/C=C/c2ccccc2)nc2ccccc21	11*	3.6*	3.8	1.3	1.4	3	6.6*	-410	0.0	2	0
O=C(CNS(=O)(=O)c1ccccc1)OCC(=O)c1ccc(F)cc1	-2.4	0.0	1.0	-1.2	-0.9	-2	-0.2	-4	-0.6	-4	-5
COc1cccc(-c2cnc(C(O)c3ccc(SC)cc3)[nH]2)c1 (configuration not stated)	1.0	-0.3	0.8	-2.6	x	-3	1.1	1	-0.6	1	5
Cc1cc(C(=O)NNC(=O)c2ccc(Cl)cc2)no1	-0.8	-0.5	2.2	-1.9	1.7	-2	0.2	2	-1.3	-1	4
CNC(=S)NCCc1ccccc1	-0.7	-0.7	-0.9	-0.2	1.5	15	2.7	-5	-1.2	-1	-4
CC(=O)N(Cc1cc(=O)[nH]c2ccccc12)c1cccc(C)c1	0.3	-0.7	-1.0	1.3	0.2	2	2.4	1	0.2	2	-2
O=C(CN1C(=O)C2CC=CCC2C1=O)Nc1nc(-c2ccc(F)c(F)c2)cs1 (configuration not stated)	-2.3	-2.1	0.5	0.2	-0.9	-10	-1.2	-7	-1.1	-1	2
O=C(NCc1ccco1)c1ccc(S(=O)(=O)N2CCCCCC2)cc1	3.6	-0.2	-0.6	0.1	0.0	1	-0.8	-9	-1.1	-1	-4
CCCCOc1ccc(C(=O)OCC(=O)NC2CCCC2)cc1	-0.8	0.2	1.0	-0.2	-0.4	1	-1.1	-4	-0.9	-4	3
Cc1cc(C(=O)N2CCN(C(c3ccccc3)c3ccccc3)CC2)no1	-0.7	-0.7	-0.1	-2.2	0.2	-6	-1.9	2	-1.0	-3	8

Some of these compounds in order of the ssDAF12 agonist value, smallest number first.
Molecule	DAX1 inh-1	PG9 Ab binder	DAX1 inh-2	sPLA2-III inh	hcDAF12 agonist	PLCb3 inh	ssDAF12 agonist	SMARCA2 activ	NR1D1 modulator
Cc1cc(C(=O)N2CCN(C(c3ccccc3)c3ccccc3)CC2)no1	-0.7	-2.2	0.2	-6	-1.9	2	-1.0	-3	8
CCCn1c(/C=C/c2ccccc2)nc2ccccc21	3.6*	1.3	1.4	3	6.6*	-410	0.0	2	0
CC(=O)N(Cc1cc(=O)[nH]c2ccccc12)c1cccc(C)c1	-0.7	1.3	0.2	2	2.4	1	0.2	2	-2

Additional records follow.
SMILES	hgDAF-12 ag	DAX1 inh-1	FXN GAA850 act	PG9 Ab binder	DAX1 inh-2	sPLA2-III inh	hcDAF12 agonist	PLCb3 inh	ssDAF12 agonist	SMARCA2 activ	NR1D1 modulator
CCOc1ccc(Cn2c(=O)sc3ccccc32)cc1	-5.5	0.1	3.5	0.7	-1.5	7	-1.8	-1	-0.6	-1	-7
COc1ccc(CCNC(=O)CCCCCN2C(=O)c3ccccc3C2=O)cc1OC	4.4	-0.3	-1.1	-2.3	1.2	-1	-1.4	5	-1.6	0	-3
CN(C)CCn1cnc2c1c(=O)n(C)c(=O)n2C	1.7	0.8	-0.3	1.3	-0.5	3	1.4	-4	0.4	0	0
CCC(C)NC(=O)CS(=O)Cc1nc(-c2cccc(OC)c2)oc1C (configuration not stated)	-1.8	-1.2	-0.4	0.4	-0.5	-3	-1.8	3	-0.6	-2	7
COc1ccc(NC(=O)N(C)C[C@H]2OCc3cnnn3CCCC(=O)N([C@@H](C)CO)C[C@H]2C)c(OC)c1	7.2	-0.5	-0.7	-0.3	1.6	4	0.5	-3	-1.0	-1	-4
CC(=O)c1c(C)[nH]c(C(=O)NCc2ccccc2Cl)c1C	-1.6	-0.8	1.5	-1.1	-1.1	8	-1.5	-3	-1.2	6	-1
CCn1ncc(Br)c1C(=O)Nc1cccc(C(C)=O)c1	-0.4	-0.3	0.2	-2.1	-1.2	-6	-1.6	-3	-0.7	2	4
Cc1ccc(C(=O)C2CC2)c(C)c1	0.9	-0.5	-1.2	0.8	-1.2	0	1.0	5	3.1*	-2	9
COc1cc(NC(=O)C2CCCN(c3ncccn3)C2)cc(OC)c1 (configuration not stated)	1.4	-0.4	-0.3	0.6	-0.9	-1	-1.3	-9	-1.2	-4	7
O=C(NCCc1ccccc1)C(=S)N1CCCCC1	2.3	0.5	0.0	-0.9	0.7	2	-0.3	5	-2.1	5	0
CN(C(=O)COC(=O)c1cc[n+]([O-])cc1)c1ccccc1	-0.2	-0.4	1.3	-0.7	-0.1	5	-1.4	-6	-0.9	1	1
Cc1ccc(NC(=O)CS(=O)CC(=O)NC23CC4CC(CC(C4)C2)C3)cc1 (configuration not stated)	-1.5	-0.1	-1.1	-0.2	-0.5	-9	-2.0	-1	-1.1	0	1
CC(=O)Nc1cccc(NC(=O)CCCC2CCCCC2)c1	-0.5	-1.3	1.0	-2.6	0.4	1	-2.8	-3	-0.8	-3	1
COC(=O)c1cccc(NC(=O)c2cnn(C)c2)c1	-0.6	-0.1	0.7	-1.8	0.1	-5	1.5	-3	-1.0	0	4
CCCCCCCCN1[C@@H](CC(=O)OCC)c2ccc(C(F)(F)F)cc2S1(=O)=O	1.9	-0.3	-2.0	1.5	1.9	6	0.1	3	-1.3	1	6
CCn1nnnc1NC(=O)c1cccc(OC)c1	8.2	3.5	4.0	-0.8	1.3	8	0.5	-8	-1.5	6	3
COCc1c(C(=O)OCC(=O)NCCN2C(=O)CSC2=O)oc2ccccc12	1.8	0.7	2.7	-1.6	-0.6	-8	2.1	-1	-1.6	-3	-1
Cc1c(Cl)c(=O)oc2cc(OC(C)C)ccc12	-1.7	-0.6	1.7	1.7	-1.4	-4	-2.1	-305	-1.9	-2	-1
Cc1ccc(NCc2n[nH]c(=S)n2-c2ccccc2)cc1Cl	-1.8	-0.3	-0.3	1.2	-0.4	12	-0.8	-2	-1.4	-5	-4
Cc1cccc(OCC(=O)NCCCNC(=O)c2ccncc2)c1	-0.2	0.5	0.7	-1.6	-0.1	1	2.0	-3	-1.0	5	9
COC(=O)C1CCN(S(=O)(=O)c2c[nH]c(=O)[nH]c2=O)CC1	1.4	-0.1	1.1	-0.9	0.2	9	-0.8	2	-1.1	-1	-7
COc1ccc(OC)c(C(c2nnnn2CCc2ccccc2)N2CCC(C(N)=O)CC2)c1 (configuration not stated)	-4.2	-0.4	-1.7	0.4	0.3	-2	-0.8	1	-1.0	-3	-8
COCCNC(=O)C(c1ccc(F)cc1)N(C(=O)CCC(=O)Nc1nccs1)c1ccc(C)cc1 (configuration not stated)	-2.5	-0.2	0.2	-2.5	1.6	-11	-2.5	5	-1.8	1	0
C=CC(=O)Nc1ccc(N(C)c2ccnc(Nc3ccc(N4CCN(C)CC4)cc3)n2)cc1	1.7	-1.3	1.4	-4.1	0.4	0	-2.2	2	-1.5	0	-16
CCS(=O)(=O)N1CCCC(C(=O)NC2CCCCC2C)C1 (configuration not stated)	0.6	0.3	-1.2	0.1	0.8	1	0.4	1	-1.3	1	2
O=S(=O)(Nc1ccc(NS(=O)(=O)c2ccccc2)c(Cl)c1)c1ccccc1	-1.3	-0.8	-0.9	-0.7	0.5	-29	-0.5	5	-1.5	3	0
Oc1cc(NCCc2cccnc2)cc2cccnc12	-2.2	-0.8	0.7	-7.8	0.3	8	-2.9	-89	-1.1	1	2
C(=N\N1CCN(Cc2cccc3ccccc23)CC1)/c1ccco1	0.2	-0.3	1.6	-2.2	-0.6	1	-0.8	0	-1.5	1	-6
COc1ccc(-c2c(C)c3cc(O)ccc3oc2=O)cc1OC	0.2	-0.3	1.9	-0.8	0.7	-8	-1.5	-105	-0.9	1	6
COc1ccccc1-c1csc(C(O)c2cccc(Cl)c2)n1 (configuration not stated)	-3.1	0.4	-0.7	-1.5	x	-9	-2.6	4	-1.8	7	-7
O=C(NCC1CCCO1)C(C(=O)c1ccccc1)n1ccccc1=O (configuration not stated)	-0.6	-0.5	-0.6	0.1	0.9	1	-0.7	3	-1.5	-1	-5
Clc1ccc(Nc2nc(-c3cccnc3)cs2)cc1	12*	2.1	5.7	0.2	1.3	0	9.3*	0	1.9*	6	6
Cc1ccc2ccccc2c1NC(=O)c1ccco1	-0.8	0.3	0.9	-2.1	0.5	4	-1.0	1	-0.7	2	3
CN1CCN(C(=O)c2ccc(Cc3cn(C)c4ccccc34)nc2)CC1	2.6	-0.7	-2.7	6.3	x	0	0.9	0	-0.4	-1	2
N#CCC(=O)N/N=C/c1cn(Cc2ccccc2C#N)c2ccccc12	-0.9	-0.2	0.0	3.8	0.7	-4	-0.8	-4	-1.6	-5	1
CC1CCCC(NC(=O)Cn2c(Cl)nc3c2c(=O)n(C)c(=O)n3C)C1C (configuration not stated)	-1.3	-1.3	0.5	0.3	0.1	4	0.1	4	-1.6	-2	-3
COc1ccccc1CNC(=O)C1CCN(S(=O)(=O)N2CC(C)CC(C)C2)CC1 (configuration not stated)	-0.8	0.2	0.2	-0.6	-1.4	-4	-1.9	5	-2.0	-1	-1
CCCCNC(=O)c1cc2nc(-c3ccccc3)cc(C(F)(F)F)n2n1	0.7	0.2	0.6	0.4	0.4	6	1.2	-33	-1.6	-3	7
CC(C)Oc1ccc(C(=O)Nc2ccccc2N2CCOCC2)cc1	-0.3	0.1	0.2	-1.5	-0.3	3	-0.7	0	0.0	1	4

Screening results (PubChem)
